Source: PubChem BioAssay
ASK1 inh = inhibitors of human ASK1 kinase | Q99683 | AlphaScreen MKK6 phosphorylation by ASK1, luminescence | inhibition, % at 7.44 µM | hit rate 0.99% among 22,000 | AID 1159602; in the data active = inhibition above about 35%;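 note: 0% = median of compound wells and 100% = no enzyme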
ULK1 primary = inhibitors of human ULK1 kinase. O75385. AlphaScreen Atg13 phosphorylation by ULK1, luminescence. inhibition, % at 5.96 µM. hit rate 1.9% among 30,000. AID 1259251; in the data active = inhibition above about 43%;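 note: 0% = median of compound wells and 100% = no enzyme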
Starred values were filed as active, the others as inactive; . = not tested or not shown.

The opening 15 entries, to show the layout:
molecule,ASK1 inh,ULK1 primary
CN1CCN(c2ccc(-c3cc(C(=O)NC4CCN(Cc5ccccc5)CC4)ccn3)cc2)CC1,-4,4
Clc1nc(Nc2ccc(N3CCOCC3)cc2)c2ncn(-c3ccccc3)c2n1,0,32
FC(F)(F)c1ccc(CNc2ncc(-c3cnn(Cc4ccccc4)c3)n3ccnc23)cc1,17,-18
O=C1CCCN1CCn1cnc2c(Nc3ccccc3)nc(N3CCc4ccccc4C3)nc21,11,-32
O=C1CCCN1CCCNc1nc(NCCOc2ccccc2)c2ncn(-c3ccsc3)c2n1,-18,-9
CC(C)n1cnc2c(NCCOc3ccccc3)nc(N3CCCC3CO)nc21 (centres undefined),9,-13
CC(C)N(CCNc1cc(NCCN2CCOCC2)nc(N)n1)C(C)C,1,1
c1ccc(CN2CCC(Nc3cc(N4CCC(N5CCOCC5)CC4)ncn3)CC2)cc1,1,-15
Cc1cnc(-c2cccs2)nc1NC1CC1,-5,7
CCCN1CCC2(CC1)NC(=O)N(CC(=O)Nc1ccc(F)cc1)C2=O,.,11
Cc1noc(C)c1-c1nc(C(=O)NCCc2ccc(O)cc2)cs1,-8,6
COc1nc(NCCc2ccc(O)cc2)nc(-c2ccccc2)n1,10,-20
CCN(CC)c1nc(NCCCN2CCCC2=O)nc(Nc2ccc(NC(C)=O)cc2)n1,-4,0
Clc1cc(NCc2nc3ccccc3[nH]2)ncn1,-9,-2
COc1ccc(CCNc2ncnc3c2nc(Nc2cnccn2)n3C(C)C)cc1,15,20

Results (from the top)
molecule,ASK1 inh,ULK1 primary
CN1CCN(c2ccc(-c3cc(C(=O)NC4CCN(Cc5ccccc5)CC4)ccn3)cc2)CC1,-4,4
Clc1nc(Nc2ccc(N3CCOCC3)cc2)c2ncn(-c3ccccc3)c2n1,0,32
FC(F)(F)c1ccc(CNc2ncc(-c3cnn(Cc4ccccc4)c3)n3ccnc23)cc1,17,-18
O=C1CCCN1CCn1cnc2c(Nc3ccccc3)nc(N3CCc4ccccc4C3)nc21,11,-32
O=C1CCCN1CCCNc1nc(NCCOc2ccccc2)c2ncn(-c3ccsc3)c2n1,-18,-9
CC(C)n1cnc2c(NCCOc3ccccc3)nc(N3CCCC3CO)nc21 (centres undefined),9,-13
CC(C)N(CCNc1cc(NCCN2CCOCC2)nc(N)n1)C(C)C,1,1
c1ccc(CN2CCC(Nc3cc(N4CCC(N5CCOCC5)CC4)ncn3)CC2)cc1,1,-15
Cc1cnc(-c2cccs2)nc1NC1CC1,-5,7
CCCN1CCC2(CC1)NC(=O)N(CC(=O)Nc1ccc(F)cc1)C2=O,.,11
Cc1noc(C)c1-c1nc(C(=O)NCCc2ccc(O)cc2)cs1,-8,6
COc1nc(NCCc2ccc(O)cc2)nc(-c2ccccc2)n1,10,-20
CCN(CC)c1nc(NCCCN2CCCC2=O)nc(Nc2ccc(NC(C)=O)cc2)n1,-4,0
Clc1cc(NCc2nc3ccccc3[nH]2)ncn1,-9,-2
COc1ccc(CCNc2ncnc3c2nc(Nc2cnccn2)n3C(C)C)cc1,15,20
OCCNc1ncnc2nc(N3CCCC3CO)[nH]c12 (centres undefined),3,6
O=C(NCCO)c1ccnc(-c2cccs2)c1,-4,-9
Cc1nnc(SC2CC(=O)N(c3ccccc3)C2=O)s1 (centres undefined),.,14
NC(=O)c1cnc(NCc2ccc3c(c2)OCO3)s1,7,19
COc1ccccc1-n1ncc2c(=O)[nH]c(SC(C)c3ccccc3)nc21 (centres undefined),.,-3
O=C(O)Cc1cc(I)c(Oc2ccc(O)c(I)c2)c(I)c1,.,-14
CS(=O)(=O)N(CC(=O)Nc1ccc(Cl)cc1)c1cccc(Br)c1,.,-19
O=C(NC1CCN(Cc2ccccc2)CC1)c1ccnc(-c2ccc(N3CCOCC3)nc2)c1,-7,0
CCNc1cc(Nc2ccc(N3CCOCC3)cc2)ncn1,-6,-15
O=C(Nc1ccc(Oc2ccccc2)cc1)c1ccnc(-c2ccccc2)c1,-16,-17
O=C(NCCN1CCNCC1)c1cc(C2COc3ccccc3O2)nc2ccc(-c3cn[nH]c3)cc12 (centres undefined),-16,-7
COc1ccc(CCn2c(=O)c3ncccc3n(CC(=O)Nc3ccc(Cl)cc3)c2=O)cc1OC,.,12
COC(=O)Nc1nc2ccc(C(=O)c3ccc(F)cc3)cc2[nH]1,.,9
Cc1cnc(-c2csc3ccccc23)nc1NCc1cccnc1,-4,8
COc1ccc2c3c(c(=O)oc2c1)CN(C(=O)c1ccco1)CC3,.,11
Cc1cc(NCc2ccccc2)nc(-c2ccc(N3CCOCC3)nc2)n1,-6,-5
CC(C)Oc1ccc2c(c1)CC(C(=O)Nc1ccc(-c3cn[nH]c3)cc1)CO2 (centres undefined),-7,18
Oc1ccc(CCNc2nc(-c3ccc(N4CCOCC4)nc3)nc3c2ncn3-c2ccccc2)cc1,8,-25
Cn1c(=O)n(CCOc2ccccc2Cl)c2ccccc21,.,-22
NC(=O)c1ccc(Nc2cc(-c3ccc(Cl)cc3)ccn2)cc1,-1,-16
COc1ccc(-c2nc(C)cc(NC3CC3)n2)cc1,-12,-8
CN1CCN(C(=O)c2ccc(-c3nc4ncnc(NCCOc5ccccc5)c4[nH]3)cc2)CC1,-16,8
O=C(Nc1ccc(-c2nn[nH]n2)cc1)[C@H]1Cc2ccccc2CN1,-6,-6
COc1ccc(CCNC(=O)C2CCN(c3ccc(NCCN4CCOCC4)nn3)CC2)cc1,16,-7
CCCCC[C@H](O)/C=C/[C@H]1[C@H](O)CC(=O)[C@@H]1C/C=C\CCCC(=O)O,.,-10
CC(C)n1cnc2c(NC3CCN(Cc4ccccc4)CC3)nc(Nc3ccc(-n4ccnc4)cc3)nc21,9,-1
COc1ccc(C)cc1NC(=O)c1sc2nc(-c3ccc(F)cc3)cn2c1C,.,-2
CC(C)(S)C(N)C(=O)O (centres undefined),.,-9
COc1nc(NCCO)nc(-c2cccc(C(C)=O)c2)n1,4,6
O=C(NCCCN1CCCC1=O)c1ccc2nc(N3CCN(Cc4ccc5c(c4)OCO5)CC3)sc2c1,4,0
O=C(Nc1ccccc1)c1cnc(Nc2ccncn2)s1,-8,1
Cc1ccc(-c2cnc(NCc3cnc(C)cn3)nc2)cc1,.,-15
CCCCCCCCCCCCOCCO,.,5
O=C(NCCCN1CCCC1=O)c1ccc2nc(Nc3ccc(N4CCOCC4)cc3)sc2c1,-6,1
O=C(Nc1ccc2[nH]ncc2c1)[C@@H]1CCN(C(=O)[C@H](O)COc2ccc(Br)cc2)C1,-1,-3
COc1cc(Nc2nc(Nc3ccc(-n4ccnc4)cc3)ncc2C)cc(OC)c1OC,12,60*
c1ccc(-c2nc(NCCCn3ccnc3)cc(-c3cccnc3)n2)cc1,.,3
CC(C)n1c(Nc2ccnn2C)nc2c(NCCCN3CCCC3=O)ncnc21,-1,17
CCNc1nc2ccc(C(=O)NCc3cccc(C(F)(F)F)c3)cc2s1,-1,-12
O=C(NC1CC1)c1ccc(-c2cc(Nc3ccc(Oc4ccccc4)cc3)ncn2)cc1,-2,-24
CC(C)n1c(N2CCC(N3CCOCC3)CC2)nc2c(NCCO)ncnc21,1,-2
c1ccc(CNc2nc(Nc3cccnc3)nc3c2ncn3-c2ccsc2)cc1,-9,4
CC(C)N(CCNC(=O)c1ccc2nc(Nc3cnccn3)sc2c1)C(C)C,-5,-3
O=C(NCCN1CCOCC1)c1cccc(-n2ncc3ccc(-c4ccncc4)cc32)c1,-14,-6
c1ccc(OCCNc2nc(Nc3cnccn3)nc3c2ncn3-c2ccccc2)cc1,10,0

(list continues)
The line under a structure holds: ASK1 inh | ULK1 primary
CCCCCCCCCCCCCCCCCCCCCCCCCCCCO
    . | -10
CSc1ccc2c(c1)N(CCC1CCCCN1C)c1ccccc1S2 (centres undefined)
    . | 0
c1ccc(N2CCN(c3nc(NCCN4CCOCC4)c4ncn(C5CCCCC5)c4n3)CC2)nc1
    12 | -1
C[N+](C)(C)CCOP(=O)([O-])OC[C@H](O)CO
    . | -2
COc1cc2nc(Cl)nc(Nc3cc(OC)c(OC)c(OC)c3)c2cc1OC
    6 | 2
FC(F)(F)c1cccc(CNc2nc(NCc3ccc4c(c3)OCO4)nc3nc[nH]c23)c1
    2 | -42
COc1ccc(CCNc2cc(C)nc(-c3ccc(OC)cc3)n2)cc1
    3 | -38
Nc1nc(NCCCN2CCCC2=O)cc(-c2ccc(N3CCOCC3)nc2)n1
    -11 | 4
O=C1c2ccccc2C(=O)C1c1ccc(Br)cc1
    . | 6
COc1ccc2c(c1)CC(C(=O)Nc1ccc(-c3cn[nH]c3)cc1SCCC(=O)N(C)C)CO2 (centres undefined)
    5 | -15
COc1cc(NC(=O)c2cnc(Nc3ccccc3)s2)cc(OC)c1OC
    -4 | -24
CC(C)N(CCNC(=O)Cc1cn(-c2ccc(N3CCOCC3)nn2)c2ccccc12)C(C)C
    -7 | -2
CCCNc1ncnc2nc(-c3ccc(OC)nc3)[nH]c12
    18 | 14
COc1cc(NC(=O)c2cccc(-n3cc(NC(=O)Nc4cccc(Br)c4)cn3)c2)cc(OC)c1OC
    -13 | 4
c1ccc(CN2CCC(Nc3nc(N4CCOCC4)nc4nc[nH]c34)CC2)cc1
    1 | -18
Cc1cc(NCCN2CCOCC2)nc(-c2ccccc2)n1
    -17 | -7
CCN(CC)C(=O)C1CCCN(c2nc3ccc(C(=O)NCCN4CCOCC4)cc3s2)C1 (centres undefined)
    -4 | 5
COc1cc2nc(Nc3cccc(N(C)C)c3)nc(Nc3ccccc3)c2cc1OC
    42* | -21
O=C(NC1CCN(Cc2ccccc2)CC1)c1ccnc(Cl)c1
    -16 | -7
COC(=O)[C@H]1CSCN1C(=O)c1c(F)cccc1Oc1nc(OC)cc(OC)n1
    . | 5
NC(=O)c1ccc(-c2cc(C(=O)NC3CC3)ccn2)cc1
    -16 | -8
COc1nc(Nc2ccc(N3CCOCC3)cc2)nc(-c2ccc(C(=O)NC3CC3)cc2)n1
    12 | 10
COc1cc(Nc2ncnc3c2nc(N2CCCC2CO)n3C(C)C)cc(OC)c1OC (centres undefined)
    7 | -1
O=C(Nc1ccc2c(c1)OCO2)c1cnc(Nc2ccc(N3CCOCC3)cc2)s1
    25 | 23
O=C(NCCOc1ccccc1)c1cccc(NCc2ccc3c(c2)OCO3)n1
    0 | -10
Cc1ncc2c(Nc3ccccc3)nc3ccccc3n12
    . | -2
CCC(=O)N1c2ccc(C)cc2C2=NNC(=S)NC21O (centres undefined)
    . | -6
Cc1nn(C)c(C)c1-c1cccc(C(=O)NCc2cccc(C(F)(F)F)c2)n1
    -6 | -13
OC[C@H]1OC(O)[C@H](O)[C@@H]1O (some centres undefined)
    . | 3
COc1cc(Nc2nc(NC3CC3)c3ncn(CCN4CCCC4=O)c3n2)cc(OC)c1OC
    -11 | 8
O=C(Nc1ccc(-c2ccncc2)cc1F)[C@H]1COc2ccccc2O1
    19 | -9
COc1ccc(CCNc2nc(NCc3ccc4c(c3)OCO4)nc3c2ncn3Cc2ccc(C(F)(F)F)cc2)cc1
    -7 | -10
C#CCOc1ccc2c(C)cc(=O)oc2c1
    . | 6
COc1ccc(Cl)cc1NC(=O)c1sc2nc(-c3ccccc3)cn2c1C
    . | -4
COCCOC(=O)c1c(C)oc2ccc(OC(=O)c3ccc([N+](=O)[O-])cc3)cc12
    . | -5
CC(C)N(CCNC(=O)c1cnc(N2CCC(N3CCOCC3)CC2)s1)C(C)C
    -24 | 2
Cc1cncc2c(S(=O)(=O)N3CC[C@H](NC(=O)C(O)c4ccc(F)cc4F)C3)cccc12 (some centres undefined)
    -8 | 3
CCOC(=O)C1=C(N)OC2=C(C(=O)CC(C)(C)C2)C1c1cc(OC)ccc1OC (centres undefined)
    . | 2
CC(=O)Nc1ccc(NC(=O)c2csc(-c3cccc(C(C)=O)c3)n2)cc1
    12 | 6
CNCCC=C1c2ccccc2CCc2ccccc21
    . | 6
Cn1cc(-c2ccccc2NC(=O)c2ccccc2)cn1
    . | 1
COc1ccc(-c2nc(C(=O)NCCc3ccc(O)cc3)cs2)cn1
    -4 | -5
c1ccc(CN2CCC(Nc3nc(-c4cccs4)nc4nc[nH]c34)CC2)cc1
    -12 | 12
COc1ccc(CCNC(=O)c2cnc(Nc3ccncc3)s2)cc1
    4 | 8
Cc1cnc(-c2ccc(C(=O)NC3CC3)cc2)nc1NC1CC1
    -1 | 2
Cc1nn(C)c(C)c1-c1nc(C(=O)NCc2ccccc2)cs1
    -9 | 3
O=C(NCCc1ccc(O)cc1)c1ccc2nc(N3CCOCC3)sc2c1
    4 | 3
Nc1nc(Nc2ccc(N3CCOCC3)cc2)cc(-c2ccc(N3CCOCC3)nc2)n1
    -1 | -2
CCN1CCc2nc(NC(=O)c3cccc(F)c3)sc2C1
    . | -3
COCC(=O)Nc1nnc(CC(C)(C)C)s1
    . | 3

Ordered by value in ULK1 primary (descending): some entries from above
The line under a structure holds: ASK1 inh | ULK1 primary
CC(C)N(CCNc1cc(NCCN2CCOCC2)nc(N)n1)C(C)C
    1 | 1
O=C(Nc1ccc2[nH]ncc2c1)[C@@H]1CCN(C(=O)[C@H](O)COc2ccc(Br)cc2)C1
    -1 | -3
COc1nc(NCCc2ccc(O)cc2)nc(-c2ccccc2)n1
    10 | -20

(list continues)
The line under a structure holds: ASK1 inh | ULK1 primary
CCN(CC)C(=O)C1CCCN(c2nc(NC3CCN(Cc4ccccc4)CC3)c3ncn(C4CCCCC4)c3n2)C1 (centres undefined)
    12 | -4
CC(C)(C)C(=O)N1CCC(c2nc(-c3ccncc3)no2)CC1
    . | -3
CC(=O)Nc1ccc(Nc2nc(NC3CCN(Cc4ccccc4)CC3)nc3c2ncn3CCN2CCCC2=O)cc1
    -1 | 2
O=C(NCCc1ccc(O)cc1)c1ccc2nc(Nc3ccc(N4CCOCC4)cc3)sc2c1
    18 | -7
